AmpC inh detg: qHTS Inhibitors of AmpC Beta-Lactamase (assay with detergent) | P00811 | AmpC hydrolysis of nitrocefin, absorbance 480 nm, 0.01% Triton | Potency, µM (series often up to 114 µM), for the others: at the top dose activity change, negative = inhibition, usual class: inhibitors | 0.041% of 370,000 active | AID 485294, 2010;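 note: potency is the fitted concentration of half-maximal effect; 0% = no-compound wells and -100% = no-enzyme wells; nearly all actives have a fitted effect of over 25% in size; some results filed as inactive show a strong effect at the top dose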
Target sequence (P00811 whole entry, looked up): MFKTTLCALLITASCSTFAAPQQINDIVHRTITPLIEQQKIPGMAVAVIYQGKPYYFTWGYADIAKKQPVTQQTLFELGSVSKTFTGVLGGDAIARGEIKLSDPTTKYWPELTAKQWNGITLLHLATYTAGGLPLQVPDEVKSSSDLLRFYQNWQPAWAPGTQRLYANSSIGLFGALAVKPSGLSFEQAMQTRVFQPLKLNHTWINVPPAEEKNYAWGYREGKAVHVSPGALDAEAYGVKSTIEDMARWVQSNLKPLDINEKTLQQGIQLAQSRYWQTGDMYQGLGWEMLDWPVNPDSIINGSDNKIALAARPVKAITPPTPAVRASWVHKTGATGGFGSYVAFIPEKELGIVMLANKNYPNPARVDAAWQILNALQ
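AmpC (5.3 nM in the dispensed reagent) in 20 mM phosphate pH 7.0 with 0.01% (detergent screen) or 0.0001% Triton X-100 was preincubated with compounds for 15 min at room temperature. Nitrocefin was then added from an 800 uM solution, and hydrolysis was followed at 480 nm.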
AMA1-RON2 inh: qHTS for Inhibitors of AMA1-RON; Towards Development of Antimalarial Drug Lead: Primary Screen | Plasmodium falciparum AMA1 (3D7) - RON2 peptide interaction | AlphaScreen AMA1-biotinylated RON2 peptide binding | Potency, µM (series often up to 58.2 µM), for inactives: top-dose activity change, negative = inhibition, usual class: inhibitors | 0.2% of 360,000 active;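 note: potency is the fitted concentration of half-maximal effect; 0% = vehicle wells and -100% = peptide control; nearly all actives have a fitted effect of over 45% in size; some results filed as inactive show a strong effect at the top dose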
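AMA1 (3D7) with his tag at 25 nM final met compounds first, then biotinylated RON2 peptide at 25 nM; detection used donor plus acceptor beads, 10 µg/mL apiece, read by AlphaScreen after 30 min at room temperature.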
LmPK inh: qHTS Assay for Inhibitors of Leishmania Mexicana Pyruvate Kinase (LmPK); purified LmPK, Kinase-Glo ATP luminescence, 1 h; Potency, µM (titrated, usually from 57.5 µM), without a hit: top-dose activity change, negative = inhibition, hits mostly inhibitors; AID 1721, 2009; 0.37% of 290,000 active; note: potency is the fitted concentration of half-maximal effect
Target sequence (Q27686 whole entry, looked up): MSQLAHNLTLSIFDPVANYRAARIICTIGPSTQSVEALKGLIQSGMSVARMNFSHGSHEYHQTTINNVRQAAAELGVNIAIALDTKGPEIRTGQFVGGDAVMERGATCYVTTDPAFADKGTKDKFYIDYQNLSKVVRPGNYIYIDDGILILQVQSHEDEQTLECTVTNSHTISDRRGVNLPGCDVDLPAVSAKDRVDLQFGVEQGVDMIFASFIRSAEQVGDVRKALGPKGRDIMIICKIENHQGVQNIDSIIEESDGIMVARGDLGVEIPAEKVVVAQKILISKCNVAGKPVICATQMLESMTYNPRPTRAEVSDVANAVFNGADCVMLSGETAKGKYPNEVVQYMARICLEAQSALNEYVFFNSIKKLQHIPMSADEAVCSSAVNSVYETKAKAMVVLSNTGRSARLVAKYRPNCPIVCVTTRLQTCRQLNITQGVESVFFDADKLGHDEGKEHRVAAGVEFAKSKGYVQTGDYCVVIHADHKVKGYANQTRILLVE
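Purified LmPK (0.1 nM) with 0.5 mM PEP and 0.1 mM ADP in imidazole buffer pH 7.2 with MgCl2/KCl, 1 h at room temperature. ATP formed was read by luciferase luminescence and normalized to no-enzyme and uninhibited controls.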
AmpC no deterg: qHTS Inhibitors of AmpC Beta-Lactamase (assay without detergent); AID 485341, 2010; AmpC nitrocefin hydrolysis, absorbance 480 nm, 0.0001% Triton; 0.52% of 330,000 active; Potency, µM (highest dose often 57.1 µM), without a hit: at the highest dose activity change, negative = inhibition, actives largely listed as inhibitors; P00811;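 note: potency is the fitted concentration of half-maximal effect; plate controls were no compound for no effect and no enzyme for full effect; nearly all actives have a fitted effect of over 20% in size; some results filed as inactive show a strong effect at the top dose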
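AmpC (5.3 nM in the dispensed reagent) in 20 mM phosphate pH 7.0 with 0.01% (detergent screen) or 0.0001% Triton X-100 was preincubated with compounds for 15 min at room temperature. Nitrocefin was then added from an 800 uM solution, and hydrolysis was followed at 480 nm.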
HCV inh: qHTS Assay for Inhibitors of Hepatitis C Virus (HCV). Potency, µM (titrated, usually from 41.8 µM), without a hit: top-dose activity change, negative = inhibition, usual class: inhibitors. AID 651820, 2012. Huh7.5.1 HCVcc-Cre infection, luciferase reporter, 44 h. 3.4% of 340,000 active; note: potency is the fitted concentration of half-maximal effect
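Cells (1,000/well) were plated 4 h before compound, then infected with HCVcc-Cre virus (~0.5 moi). After 44 h further culture, infection was read as luciferase luminescence following a 15 min substrate incubation at room temperature.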
HCMV antiviral: qHTS Assay for inhibitors of the human cytomegalovirus (HCMV); activity change, negative = inhibition, % at 57.5 µM; 4.5% of 410,000 active; HFF cells, HCMV-luciferase reporter, 72 h; hits give low values; in the data active = activity change below about -60%; inconclusive = no clear call, values can overlap the other calls; inactive = above about -39%
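Luciferase read-out from HCMV-luciferase-infected HFFs (MOI 1 PFU/cell) 72 h post infection at 37C; compounds added after 16 h cell attachment; activity normalized between buffer-only basal and Salinomycin (10uM) inhibitor controls.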
Tb PYK inh: qHTS of Trypanosoma Brucei Inhibitors; Potency, µM (highest dose often 76.8 µM), without a hit: top-dose activity, negative = inhibition, hits mostly inhibitors; pyruvate kinase (Trypanosoma brucei), Q57TT1; 0.12% of 410,000 active; TbPYK enzyme, Kinase-Glo Plus ATP luminescence, 45 min; note: potency is the fitted concentration of half-maximal effect; nearly all actives have a fitted effect of over 50% in size
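Activity of T. brucei pyruvate kinase was followed by Kinase-Glo Plus luminescence after the enzyme reacted 45 min at room temperature with 130 uM ADP (final) and substrate. Test compounds were added before ADP at multiple concentrations.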
Starred values were filed as active, the others as inactive; ? = inconclusive; / = not tested or not shown; & = joins results of further samples; [ ] = dose if it differs, or a comment. Unless noted, calls come from the whole dose curve; as a rule, active = well fitted curve in the direction sought with a large enough effect; inconclusive = small, poorly fitted or top-dose-only effect, or another doubt; inactive = no such curve, though single readings can be large; an effect the other way counts as inactive or inconclusive. Unless noted, % is set by controls: 0 for no effect and ±100 for the full control effect. Rows are unselected (roughly 7.5% active in at least one column).

Compound	AmpC inh detg	AMA1-RON2 inh	LmPK inh	AmpC no deterg	HCV inh	HCMV antiviral	Tb PYK inh
CC(=O)c1ccc(S(=O)(=O)N2CCN(c3nn(C)c(=O)n(C)c3=O)CC2)cc1	?	-18%	/	2%	30%[activator]	-38	-3%
O=C(Nc1ccc(F)cc1F)c1cc(-c2ccc(Cl)cc2)on1	5%	/	/	/	/	0	-4%
CCNC(=S)NS(=O)(=O)c1ccccc1	5%	-13%	-6%	-15%	6%	-22	-1%
Cc1cc(=O)cc(C)[nH]1	0%	2%	-4%	-8%	-13%	-16	3%
CCc1nnc(NC(=O)CSc2nc3cccnc3n2Cc2ccccc2)s1	2%	-4%	5%	-22%	14%	-9	-3%
CN(Cc1ccccc1)C(=O)c1ccc2nc([C@@H]3O[C@H](CO)[C@H](O)[C@H](O)[C@H]3O)[nH]c2c1	/	0%	/	/	/	-2	-5%
O=C(c1ccc(S(=O)(=O)NCc2ccco2)cc1)N1CCCC(C(F)(F)F)C1 (stereo not drawn)	-1%	-3%	/	-1%	6%	-24	6%
CN(C)S(=O)(=O)c1cc(NC(=O)CNCc2ccccc2)ccc1Cl	-2%	-2%	-1%	0%	?	75	-6%
COc1ccc([C@H]2CC(=O)C=C(c3ccc(OC)nc3)C2)cc1	2%	-11%	/	-1%	7%	8	-5%
Cc1cccc(NC(=O)CSc2nnc3[nH]c(=O)cc(-c4ccccc4)n23)c1C	0%	/	/	/	/	63	10%
O=C1c2ccccc2C(=O)N1CCN1CCCCC1	-4%	-1%	0%	-5%	18%	2	-13%
CCc1ccc(OCC(=O)N/N=C(\C)c2ccc(OC(F)F)cc2)cc1	?	19%	0%	-16%	-19%	23	5%
CC(=O)Nc1ccc(N2CCN(C(=O)c3cccs3)CC2)cc1	?	13%	-2%	-9%	11%	9	3%
O=C(O)c1ccc(NC(=O)c2ccc3c(c2)C(=O)N(CC2CCCO2)C3=O)cc1 (stereo not drawn)	-2%	-4%	1%	-31%	9%	51	-8%
COc1ccccc1NS(=O)(=O)c1ccc2oc(N)nc2c1	?	-17%	-6%	-2%	2%	9	-18%

Next section.
Compound	AmpC inh detg	AMA1-RON2 inh	LmPK inh	AmpC no deterg	HCV inh	HCMV antiviral	Tb PYK inh
COC(=O)Cn1c(=NC(=O)C2COc3ccccc3O2)sc2cc(S(N)(=O)=O)ccc21 (stereo not drawn)	1%	-2%	4%	-49%	17%	43	-12%
CN(CC(=O)Nc1ccc2c(c1)OCO2)S(=O)(=O)c1ccc(F)cc1	-3%	10%	-3%	-10%	3%	21	-3%
C/C(=N\NC(=O)c1c(Cl)c(C)nn1C)c1cccc(NC(=O)COc2ccccc2)c1	-2%	45%[activator]	3%	0%	?	-36	3%
CCCOc1ccc(C(O)CCNC(CC(=O)O)c2ccccc2)cc1 (stereo not drawn)	-10%	-4%	2%	2%	18%	-28	-12%
Nc1ncnc2c1ncn2[C@@H]1O[C@H](C(=O)N[C@H]2c3ccccc3C[C@H]2O)[C@@H](O)[C@H]1O	/	15%	/	/	/	21	8%
CCOC(=O)c1nc(Nc2ccccc2)c2ccccc2n1	0%	12%	3%	-18%	?	-16	-3%
Cc1[nH]n(-c2ccccc2)c(=O)c1C=NCc1ccncc1	-1%	38%[activator]	2%	-10%	-3%	0	17%
COC(=O)c1cccc(NC(=O)CCc2cc(OC)c(OC)c(OC)c2)c1	-6%	6%	1%	-21%	12%	-3	-12%
CCN(CC(=O)Nc1ccc2c(c1)OCCO2)Cc1cc(=O)oc2c(C)c(C)ccc12	?	4%	1%	57%	-15%	135	-5%
CCOC(=O)c1ccc(NC(=O)C(=O)NCC2(c3ccc(OC)cc3)CCOCC2)cc1	4%	0%	1%	107%[activator]	?	-5	-1%
CC(C)c1ccccc1NC(=O)Cn1c(-c2ccccc2Cl)nc2ccccc21	5%	-23%	4%	30%	2.5µM*	-8	-4%
O=C(c1ncn(Cc2ccccc2)c1C(=O)N1CCN(c2ccccc2)CC1)N1CCN(c2ccccc2)CC1	/	-24%	/	189%[activator]	-19%	7	-3%
O=C(CN(Cc1ccccc1)C(=O)CCl)c1cccc(Br)c1	?	-1%	/	-17%	?	-99*	-2%
CC(C)C[C@H](NC(=O)c1nc[nH]c1C(=O)N(C)Cc1ccccc1)C(=O)OCc1ccccc1	1%	100%[activator]	4%	88%[activator]	1%	4	0%
CN(C)c1ccc(NC(=O)CCCc2ccccc2)cc1	-7%	-8%	-8%	2%	-9%	143	?

Next section.
Compound	AmpC inh detg	AMA1-RON2 inh	LmPK inh	AmpC no deterg	HCV inh	HCMV antiviral	Tb PYK inh
N#CCC(=O)Nc1ccc(C(=O)OC(C(=O)Nc2ccc([N+](=O)[O-])cc2Br)c2ccccc2)cc1 (stereo not drawn)	/	-8%	/	/	?	?	-2%
CN(CC(=O)O/N=C(\N)c1ccccn1)S(=O)(=O)c1ccc(Br)cc1	-14%	8%	4%	-9%	13%	-14	-10%
COC(=O)Nc1ccc(S(=O)(=O)N2CCCC(C(=O)NCC3CCCO3)C2)cc1 (stereo not drawn)	/	-11%	/	-15%	10%	16	1%
Cc1ccc2nsnc2c1S(=O)(=O)N(Cc1ccco1)Cc1cc2cccc(C)c2[nH]c1=O	-10%	-13%	1%	-27%	?	9	2%
CC(Cc1ccccc1)C(=O)N1CCN(C)CC1 (stereo not drawn)	?	-4%	-2%	-16%	4%[8.37 µM]	24	3%
Cc1ccc(-c2nc3ccc(Cl)cn3c2Nc2ccc3c(c2)OCCO3)o1	8%	/	/	/	/	102	-5%
O=C(NC1CCC1)C1CCC(=O)N(Cc2cccc(F)c2)C1 (stereo not drawn)	-9%	8%	-3%	15%	14%	-1	-9%
CCc1ccccc1NC(=O)CCn1nc(C)c2c(C)n(-c3ccccc3)nc2c1=O	22%	/	/	/	/	6	-8%
CCOC(=O)C1=C(C)N(CCCC(=O)O)C(=O)NC1c1ccccc1 (stereo not drawn)	/	12%	/	/	?	-10	-5%
CN1CCN(Cc2c(O)ccc3occ(C(=O)c4ccccc4)c23)CC1	-7%	2%	8%	26%	?	14	-3%
O=C(NCC(O)c1ccccc1)c1cccc(S(=O)(=O)N2CCOCC2)c1 (stereo not drawn)	-15%	7%	0%	-18%	?	-5	-8%
CC(C)n1nc(C(=O)Nc2ccc(-n3cnnn3)cc2)c2ccccc2c1=O	/	-9%	/	-5%	-1%	-6	-6%
O=C(Cn1cc(S(=O)(=O)c2ccc(Cl)cc2)c(=O)c2ccccc21)Nc1ccc2c(c1)OCO2	-1%	/	/	/	/	3	-3%
CCC(=O)N1CCc2cc(S(=O)(=O)NCCC(=O)Nc3cccc(C)c3C)ccc21	0%	/	/	/	/	4	0%
O=C(C1CCCN(S(=O)(=O)c2cccnc2)C1)N1CCn2c1nc1ccccc12 (stereo not drawn)	-11%	15%	-5%	-11%	7%&-9%	-16	-2%

(list continues)
Compound	AmpC inh detg	AMA1-RON2 inh	LmPK inh	AmpC no deterg	HCV inh	HCMV antiviral	Tb PYK inh
CNC(=O)Nc1ccc(C2SCCS2)cc1	5%	-4%	0%	-16%	-4%	65	2%
COc1ccccc1C(=O)Nc1c(C(=O)N(C)Cc2ccccc2)sc2nc(C)c(Cl)c(C)c12	-3%	/	/	/	/	-20	-7%
O=C(CN1CCN(c2ccccn2)CC1)Nc1ccc(F)cc1	-9%	?	-22%	5%	13%	1	16%
Cc1ccc(C)c(NS(=O)(=O)c2c(C)nn(C)c2C)c1	-6%	-19%	2%	0%	2%	-20	0%
COc1ccccc1CC(=O)NC12CC3CC(CC(C3)C1)C2	-1%	4%	1%	-3%	0%	9	-1%
Cc1ccc(NC(=O)c2cccc(Cl)c2)nc1	2%	-5%	-25%	-2%	-7%	27	-1%
COc1ccc(S(=O)(=O)NCCN2CCOCC2)c(C)c1C	-19%	-9%	2%	-9%	16%	39	-1%
N#CC(Cc1ccc(OC(F)F)cc1)c1nc2ccccc2[nH]1 (stereo not drawn)	-8%	22%	?	-27%	-19%	89	-2%
CCn1c(SCC(N)=O)nnc1C(C)C	-13%	-3%	1%	-10%	3%	-13	6%
Cc1nc2sc3c(O)cc(=O)[nH]c3c2c(C)c1C	-11%	-4%	-24%	-4%	4%	1	-15%
CC(=O)CCC(=O)NCCc1ccccc1F	6%	8%	5%	-16%	9%	-38	-6%
CC(C)(C)NC(=O)CN1C(=O)/C(=C/c2ccccc2)SC1=S	2%	7%	-4%	8%	8%	-20	0%
COc1ccc(C2C(C(=O)c3ccco3)=C(O)C(=O)N2Cc2cccnc2)cc1OC (stereo not drawn)	6%	8%	-4%	-12%	7%	-21	0%
CN(C)CCNC(=O)c1ccc(-c2cn3c(-c4ccc(Oc5ccccc5)cc4)cnc3cn2)cc1	/	-13%	/	/	/	-24	1%
COc1ccccc1-c1nnc(SC(C)C(=O)O)n1-c1ccccc1 (stereo not drawn)	-5%	-5%	0%	-16%	13%	17	-18%

By substructure: the entries above containing a cyano group (2)
Compound	AmpC inh detg	AMA1-RON2 inh	LmPK inh	AmpC no deterg	HCV inh	HCMV antiviral	Tb PYK inh
N#CCC(=O)Nc1ccc(C(=O)OC(C(=O)Nc2ccc([N+](=O)[O-])cc2Br)c2ccccc2)cc1 (stereo not drawn)	/	-8%	/	/	?	?	-2%
N#CC(Cc1ccc(OC(F)F)cc1)c1nc2ccccc2[nH]1 (stereo not drawn)	-8%	22%	?	-27%	-19%	89	-2%

Next part
Compound	AmpC inh detg	AMA1-RON2 inh	LmPK inh	AmpC no deterg	HCV inh	HCMV antiviral	Tb PYK inh
Cc1ccc(C)c(S(=O)(=O)c2cn(Cc3ccccc3)c3cc(F)c(F)cc3c2=O)c1	3%	/	/	/	/	-19	2%
COc1cc(OC)cc(C(=O)Nc2cccc3ccccc23)c1	10%	10%	7%	-16%	-7%	37	5%
CCC(C)Sc1nc(C)nc2c1c(=O)n(C)c(=O)n2C (stereo not drawn)	-13%	1%	4%	-21%	7%	-22	-5%
COc1ccccc1NC(=O)CN(C)S(=O)(=O)c1cc(C)ccc1OC	?	8%	-1%	-3%	-8%	-16	-5%
COc1cc(C(=O)OCC(=O)Nc2ccccc2C(=O)NC2CC2)c([N+](=O)[O-])cc1OC	-3%	2%	/	-29%	?	-11	5%

High-throughput results deposited in PubChem BioAssay by National Center for Advancing Translational Sciences (NCATS).
